NCI-60 one-dose screen, 48 h, at 10 µM unless noted. Numbers give growth in % (100 = growth as untreated, 0 = no growth, -100 = all killed).
CAKI-1 – CAKI-1 renal cancer; hit rate 4.7% among 75,000; AID 1794772
A498 – A498 renal cancer cells. hit rate 5.4% among 76,000. AID 1794774
RXF 393 – RXF 393 renal cancer cells; hit rate 6.9% among 77,000
786-0 – 786-0 renal cancer cells; hit rate 5.1% among 81,000; AID 1794775
TK-10 – TK-10 renal cancer cells. hit rate 3.9% among 81,000. AID 1794769
SN12C – SN12C renal cancer cells. hit rate 3.8% among 81,000
ACHN – ACHN renal cancer | hit rate 4.9% among 81,000
UO-31 – UO-31 renal cancer | hit rate 5.2% among 81,000
An asterisk follows results filed as active; . = no result given; & = joins results of further samples. Rule for the calls: active = growth percent below 10; inactive = the rest.

1. COc1cc([N+](=O)[O-])c2ncccc2c1O
2. CCCCCCCCSc1ncnc2nc[nH]c12
3. CCOC(=O)/C(C#N)=C/c1cccc(Cl)c1
4. CN1C(=O)C(=Cc2ccc(OCC(=O)N3CCOCC3)cc2)C(=O)N(C)C1=O
5. CCc1c(C)c2cc(N=C3NC(=O)CS3)c(O)c(C)c2oc1=O
6. COC(=O)c1ccc2c(c1)C(=O)c1c-2n(CCCN)c(=O)c2cc([N+](=O)[O-])ccc12
7. CN(C)c1ccc2[nH]c3c(C(N)=O)cc(=O)c(=O)c=3oc2c1
8. CCC1=C[C@H]2CN(CCc3c([nH]c4ccccc34)[C@@](C(=O)OC)(c3cc4c(cc3OC)N(C)[C@H]3[C@@](O)(C(=O)OC)[C@H](OC(C)=O)[C@]5(CC)[C@@H]6C[C@@H]6CN6CC[C@]43[C@@H]65)C2)C1
9. Cn1c(N2CCOCC2)nc(-c2ccccc2)cc1=O
10. N#CC(C#N)=C(N)c1nnn2c1nc(N)c1ccccc12
assay / compound	1	2	3	4	5	6	7	8	9	10
CAKI-1	82.9	63.7	98.1	96.6	.	-94.2*	83.2	.	84.5	86.7
A498	.	84.1	97.6	104.2	103.5	-100.0*	87.7	-15.2*	78.6	110.7
RXF 393	93.3	88.0	.	122.6	135.3	-87.5*	52.1	47.6	109.7	121.5
786-0	107.8	78.7	106.5	105.6	106.2	-98.5*	80.4	12.6	95.2	103.3
TK-10	89.2	86.7	.	107.5	105.4	-83.0*	111.0	28.9	102.6	103.5
SN12C	33.7	71.5	100.7	101.2	99.3	-100.0*	54.5	30.1	90.8	96.6
ACHN	88.8	80.9	101.6	104.9	.	-100.0*	29.7	19.1	85.8	98.8
UO-31	25.6	57.3	98.4	86.6	81.7	-100.0*	56.3	14.7	92.7	81.8

Compounds shown so far containing a nitro group on carbon:
1. COc1cc([N+](=O)[O-])c2ncccc2c1O
6. COC(=O)c1ccc2c(c1)C(=O)c1c-2n(CCCN)c(=O)c2cc([N+](=O)[O-])ccc12
assay / compound	1	6
CAKI-1	82.9	-94.2*
A498	.	-100.0*
RXF 393	93.3	-87.5*
786-0	107.8	-98.5*
TK-10	89.2	-83.0*
SN12C	33.7	-100.0*
ACHN	88.8	-100.0*
UO-31	25.6	-100.0*

Later entries
11. O=C(CCc1nnc(CN2CCN(CCO)CC2)o1)c1nc2ccc([N+](=O)[O-])cc2[nH]1
12. COC1=CC(c2ccc[nH]2)=N/C1=C\c1[nH]c(C)c(C(=O)CCC(=O)Oc2ccc3c(c2)CCC2C3CC[C@]3(C)[C@@H](O)CC[C@@H]23)c1C (some centres not stated)
13. CCOC(=O)c1ccc2c(c1)ncn2-c1ccc(O)cc1
14. O=C(O)C1(c2cccc(O)c2)CCCC1
15. CCOP(=O)(OCC)c1nc(-c2ccccc2)oc1NCc1ccc2c(c1)OCO2
16. CCc1nnc(N)s1
17. O=C(c1ccc(-n2c(=O)[nH]c3ccccc3c2=O)cc1)N1CCOCC1
18. O=c1[nH]cc(Br)c(=S)[nH]1
19. Clc1nc(Cl)c2c(ccn2Cc2ccccc2)n1
20. COC(=O)/C(=C/c1ccc(/C=C(\NC(=O)c2ccccc2)C(=O)OC)cc1)NC(=O)c1ccccc1
assay / compound	11	12	13	14	15	16	17	18	19	20
CAKI-1	.	-39.3*	87.9	.	99.1	100.7	89.0	.	97.5	95.6
A498	102.6	-12.7*	113.2	101.2	104.2	111.2	116.0	74.1	116.7	97.5
RXF 393	99.6	-6.4*	95.5	104.0	110.5	125.4	127.3	111.7	108.6	117.3
786-0	105.1	-46.3*	99.9	92.2	103.7	107.0	99.5	100.7	100.9	100.4
TK-10	118.9	34.4	112.7	93.0	94.2	105.4	97.2	96.9	109.5	109.4
SN12C	102.6	17.3	93.7	103.4	97.1	98.4	89.8	99.6	69.3	101.6
ACHN	95.6	-55.3*	94.5	110.6	104.0	120.1	102.5	109.3	93.6	105.2
UO-31	74.0	-61.9*	61.6	85.4	75.2	88.7	82.5	91.9	84.7	85.9

21. CCc1cc2c(cc1C(C)=O)C(C)(C)C(C)C2(C)C (configuration not stated)
22. NC(=S)N/N=C\C(=O)c1ccccc1O
23. CC(C)Oc1c(B(O)O)cccc1-c1nc2ccc3[nH]ncc3c2c2c1CCCC2
24. O=C(CSc1nnc2n(Cc3ccccc3)c(=O)c3c4c(sc3n12)CCCC4)c1ccccc1
25. Cc1ccc2c(OCC(=O)N/N=C/c3ccccc3)cc(=O)[nH]c2c1
26. COc1ccc(Nc2ncnc3onc(-c4ccccc4)c23)cc1
27. O=C(Nc1ccccc1Cl)Oc1ccc(-c2ccccc2)cc1
28. CCOC(=O)c1c2c(n(-c3ccccc3)c1-c1ccccc1)/C=C\CCCC2
29. O=C(Nc1ccc(Cl)cc1)N1NC(c2ccc(Cl)cc2)C=C1c1ccccc1 (configuration not stated)
30. CC(C)(C)[Si](C)(C)OCC1CCC(n2cnc3c(N)ncnc32)O1 (configuration not stated)
assay / compound	21	22	23	24	25	26	27	28	29	30
CAKI-1	98.0	99.4	22.9	105.2	97.4	93.2	81.8	74.1	103.4	93.6
A498	.	95.8	22.2	111.8	103.1	82.1	167.3	103.5	103.2	85.6
RXF 393	115.0	.	54.8	101.2	111.5	111.6	108.8	111.1	101.8	96.0
786-0	99.7	106.5	81.0	100.5	104.3	105.4	97.2	101.7	92.1	104.3
TK-10	98.6	134.9	87.6	118.1	106.7	120.5	118.1	111.7	102.6	92.5
SN12C	97.3	103.9	82.7	111.2	100.7	99.8	98.9	102.0	107.6	94.7
ACHN	98.2	113.0	76.6	110.5	103.0	100.7	100.5	92.1	115.5	103.4
UO-31	87.8	66.8	51.0	88.2	92.6	87.0	84.5	89.7	85.8	86.1

31. O=C(Nc1nccnc1OCc1ccc(Cl)cc1)Nc1cccc2ccccc12
32. COc1ccc(-n2c(-c3csc(N)n3)n[nH]c2=S)cc1
33. Cc1c(C(=O)C(SC(=S)N2CCN(C)CC2)SC(=S)N2CCN(C)CC2)nnn1-c1ccc(Cl)cc1
34. FC(F)(F)c1cc(N2CCCCC2)nc(NCCCNc2ccnc3cc(Cl)ccc23)n1
35. CCn1c2ccccc2c2cc(C3CC3)ccc21
36. CS(=O)(=O)c1ccc(-c2nn(-c3ccc(F)cc3)cc2C=O)cc1
37. CS(=O)(=O)c1ccc(/C(=N/N=C(N)N)c2ccccc2)cc1
38. CC(=O)C(=O)NCCCCC(=O)Nc1ccccc1
39. COC(=O)[C@@]1(O)C=Cc2nc3cccnc3c(=O)n21
40. CSc1ccc2c(c1)c(CCN)c(C)n2Cc1ccc(Cl)c(Cl)c1
assay / compound	31	32	33	34	35	36	37	38	39	40
CAKI-1	94.5	94.2	91.3	60.7	91.0	94.7	91.0	96.8	83.4	-92.5*
A498	107.0	103.1	104.6	47.8	98.3	107.8	.	97.8	.	-91.8*
RXF 393	114.9	104.8	120.2	59.7	126.4	91.9	118.7	.	99.1	-82.5*
786-0	97.1	97.1	110.4	59.7	100.9	99.1	98.1	102.5	97.0	-76.1*
TK-10	111.9	99.6	123.6	63.6	107.7	138.1	97.3	116.3	101.4	-80.4*
SN12C	104.8	105.3	90.8	69.1	99.5	99.6	103.0	109.2	90.7	-80.2*
ACHN	99.4	101.5	91.2	65.8	100.6	105.3	98.7	107.4	100.5	-85.5*
UO-31	76.8	66.5	87.9	46.8	90.4	79.0	92.0	91.8	73.3	-91.0*

41. COc1ccc(C(=S)N2CCN(c3cccc(C)c3)CC2)cc1OC
42. CCn1c(Sc2nnc(/N=C3\NC(=O)CS3)s2)nc2c1c(=O)n(C)c(=O)n2C
43. O=C(O)N1CCc2c(sc3ccccc23)C1
44. C=CCn1c(SCC(=O)N2CCN(c3cc4c(cc3F)c(=O)c(C(=O)O)cn4C3CC3)CC2)nnc1-c1ccc(OC)c(OC)c1
45. O=c1ccn(C2OC(F)(CO)C(O)C2F)c(=O)[nH]1 (configuration not stated)
46. CSc1nc(N)c2c(n1)NC(c1ccccc1)C1CCc3ccccc3C1=N2 (configuration not stated)
47. CCC(=O)Oc1ccc(/C(=C(/C)Cc2cccc(OC)c2)c2ccc(OCCN(CC)CC)cc2)cc1
48. O=C(CBr)OCCC1CCCCC1
49. Cc1ccccc1-c1csc(N)n1
50. COc1ccc(CN(CCN(C)C)c2ncccn2)cc1
assay / compound	41	42	43	44	45	46	47	48	49	50
CAKI-1	62.5	101.5	59.6	102.2	94.3	48.2	101.8	95.9	.	94.3
A498	86.4	94.9	88.6	100.9	68.5	42.7	94.8	118.8	102.4	95.2
RXF 393	67.8	100.1	96.5	111.8	141.1	84.4	94.6	120.9	109.7	.
786-0	80.6	104.1	103.5	95.4	96.0	69.2	91.5	95.0	115.1	98.5
TK-10	92.7	110.7	122.8	98.1	90.3	112.0	97.9	95.4	112.4	101.8
SN12C	75.0	103.0	100.8	91.7	102.2	65.7	92.2	102.8	91.1	.
ACHN	79.7	98.6	99.4	103.1	98.9	72.3	106.7	108.1	96.4	.
UO-31	76.0	82.5	77.0	94.4	97.1	43.0	89.6	98.3	84.5	77.7

51. CCC(O)(CC)c1ccccc1
52. O=[N+]([O-])c1ccc(I)c(CNCc2ccccc2)c1
53. CCCCNc1nnc(-c2ccc(-n3nc(-c4ccc(OC)cc4)cc3-c3ccc(OC)cc3)cc2)o1
54. ClC(Cl)=C1NC(c2ccccc2)=NCc2nccn21
55. Cc1cc(=O)n(C(=O)Nc2cc(Cl)ccc2O)c2cc(O)ccc12
56. C#CCN(C)Cc1ccccc1
57. O=c1c2ccccc2nc2oc3ccccc3n12
58. O=C1NC(=O)C(Cc2ccccc2)N1 (configuration not stated)
59. C[C@]12CC[C@@H]3c4ccc(O)cc4CC[C@H]3[C@@H]1CC[C@@H]2NS(=O)(=O)c1cccc(Cl)c1
60. C#CC1(O)CCC2C3CCC4=C(CCC(=O)C4)C3CCC21C (configuration not stated)
assay / compound	51	52	53	54	55	56	57	58	59	60
CAKI-1	94.9	97.8	43.6	102.5	98.6	69.1&99.0	89.2	98.1	50.9	.
A498	91.8	92.3	46.1	95.3	100.3	96.3&125.9	86.6	.	57.7	.
RXF 393	111.0	98.2	76.5	114.3	93.9	96.6&114.2	110.3	121.9	41.4	102.5
786-0	104.1	95.5	84.5	104.9	103.2	70.4&95.5	96.2	105.8	62.0	103.5
TK-10	108.0	118.1	.	99.4	112.0	230.8&100.5	129.6	97.5	.	100.7
SN12C	107.8	108.7	86.6	97.2	95.9	82.5&95.7	104.1	100.0	57.8	103.6
ACHN	106.5	104.8	83.6	97.8	99.3	104.6&97.5	100.9	103.1	44.6	106.0
UO-31	97.2	82.8	64.3	93.2	79.1	93.2&87.2	85.7	95.2	29.5	98.3

Next section, overlapping the part above by 2 compounds.
59. C[C@]12CC[C@@H]3c4ccc(O)cc4CC[C@H]3[C@@H]1CC[C@@H]2NS(=O)(=O)c1cccc(Cl)c1
60. C#CC1(O)CCC2C3CCC4=C(CCC(=O)C4)C3CCC21C (configuration not stated)
61. Cc1ccc(-c2nc(C(Cl)Cl)nc3cc(C)nn23)cc1
62. Nc1cccc(N2N=C(C(=O)O)CC2=O)c1
63. COc1c2c(c(OC)c3c1OCO3)C(c1ccc(Br)cc1)=NC(C)C2 (configuration not stated)
64. Cc1ccc(-c2cc(-c3cc4ccccc4nc3Cl)[nH]c(=S)n2)cc1
65. CC1=C(C(=O)OCc2ccccc2)C(c2cccc(C#N)c2)C(C(=O)OCc2ccccc2)=C(C)N1
66. CCc1ccc(C2=NN(c3ccc(S(N)(=O)=O)cc3)C(c3ccc(OC)c(OC)c3)C2)cc1 (configuration not stated)
67. COc1cc(CNC(=O)C[C@@H](C)CCC=C(C)C)ccc1O
68. O=C(CN1CCCC1)NNc1ncnc2ccccc12
69. CCCCCN1C=C/C(=C\C(=O)N(C)c2ccc(Oc3ccccc3)cc2)c2ccccc21
70. COc1ccc(-c2cc(-c3cc(C(=O)c4ccc(Br)cc4)n4ccc(C)cc34)nc(N)c2C#N)cc1
71. COc1cc(Cn2nc(-c3cc(OC)c(OC)c(OC)c3)c3c2CCc2cnoc2-3)cc(OC)c1OC
72. COc1ccc(CNc2ccc(NC(=O)Nc3cc(OC)cc(OC)c3)cn2)cc1
73. Cc1nnc(N/N=C/c2ccc([N+](=O)[O-])o2)[nH]c1=O
assay / compound	59	60	61	62	63	64	65	66	67	68	69	70	71	72	73
CAKI-1	50.9	.	-14.2*	95.4	69.0	61.5	43.6	92.7	81.9	92.5	93.1	68.1	60.0	94.4	-23.3*
A498	57.7	.	-2.7*	101.9	71.7	79.5	78.1	93.5	103.7	111.0	.	134.0	82.2	84.5	-1.7*
RXF 393	41.4	102.5	-66.0*	106.6	94.0	28.1	63.4	109.1	104.0	114.2	85.8	.	73.6	87.6	.
786-0	62.0	103.5	81.8	108.7	85.0	74.3	67.3	91.6	.	96.9	89.7	56.9	61.0	97.3	14.9
TK-10	.	100.7	29.0	107.3	79.3	106.6	108.6	109.4	120.4	.	92.1	131.6	94.1	100.7	-10.2*
SN12C	57.8	103.6	40.5	100.7	90.8	63.8	67.5	104.6	82.2	96.0	87.5	92.9	75.6	94.1	13.8
ACHN	44.6	106.0	-45.0*	103.4	86.1	46.5	47.4	101.6	96.2	104.9	101.9	81.8	77.4	102.5	-50.8*
UO-31	29.5	98.3	51.3	83.3	68.2	.	65.2	84.4	60.7	85.5	85.3	64.3	57.5	71.3	5.8*
